TEAD-YAP block: TEAD-YAP interaction inhibition. HEK-TIYL cells, TEAD-Gal4/YAP UAS-luciferase luminescence. inhibition, % at 9.12 µM. 1.4% of 640,000 active; in the data active = inhibition above about 32%;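 note: 0% = median of test compound wells and 100% = reference inhibitor wells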
FBW7 act: human FBW7 E3 ligase activation, primary screen; 0.13% of 650,000 active; AlphaScreen FBW7–phospho-cyclin E peptide binding, activator screen; normalized activity (activation), % at 26.1 µM; Q969H0; in the data active = normalized activity above about 1.9%;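 note: purified mutant Fbw7 with reduced substrate affinity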
Target sequence (Q969H0 whole entry, looked up): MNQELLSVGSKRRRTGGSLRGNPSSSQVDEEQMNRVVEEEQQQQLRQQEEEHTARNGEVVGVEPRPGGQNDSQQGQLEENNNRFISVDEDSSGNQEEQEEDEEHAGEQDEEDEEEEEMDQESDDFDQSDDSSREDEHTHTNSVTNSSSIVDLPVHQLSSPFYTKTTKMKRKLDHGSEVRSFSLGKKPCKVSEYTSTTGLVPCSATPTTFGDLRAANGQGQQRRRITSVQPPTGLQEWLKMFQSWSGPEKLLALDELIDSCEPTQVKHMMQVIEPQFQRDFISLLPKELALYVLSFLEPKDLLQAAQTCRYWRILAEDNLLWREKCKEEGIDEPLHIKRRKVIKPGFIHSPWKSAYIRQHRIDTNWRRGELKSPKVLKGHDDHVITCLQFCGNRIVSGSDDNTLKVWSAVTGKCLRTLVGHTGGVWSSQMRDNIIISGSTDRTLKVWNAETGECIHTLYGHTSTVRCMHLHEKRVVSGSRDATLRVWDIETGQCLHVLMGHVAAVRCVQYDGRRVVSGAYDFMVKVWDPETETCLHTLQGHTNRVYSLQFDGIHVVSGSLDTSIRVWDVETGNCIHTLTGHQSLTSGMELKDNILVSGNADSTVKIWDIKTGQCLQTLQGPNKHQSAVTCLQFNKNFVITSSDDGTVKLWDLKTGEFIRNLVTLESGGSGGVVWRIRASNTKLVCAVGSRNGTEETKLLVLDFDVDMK
MITF primary: human MITF inhibition, primary screen. AlphaScreen MITF homodimerization, bead proximity signal. inhibition, % at 2.6 µM. 0.91% of 650,000 active. AID 1259374; in the data active = inhibition above about 50%;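 note: 0% = vehicle wells with protein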
GPR151 activ: human GPR151 activation | Q8TDV0 | PathHunter beta-arrestin GPR151 cells, luminescence | activation, % at 11.2 µM | 1% of 650,000 active; in the data active = activation above about 4.9%;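 note: 0% = median of compound wells and 100% = cells with positive control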
Target sequence (Q8TDV0 whole entry, looked up): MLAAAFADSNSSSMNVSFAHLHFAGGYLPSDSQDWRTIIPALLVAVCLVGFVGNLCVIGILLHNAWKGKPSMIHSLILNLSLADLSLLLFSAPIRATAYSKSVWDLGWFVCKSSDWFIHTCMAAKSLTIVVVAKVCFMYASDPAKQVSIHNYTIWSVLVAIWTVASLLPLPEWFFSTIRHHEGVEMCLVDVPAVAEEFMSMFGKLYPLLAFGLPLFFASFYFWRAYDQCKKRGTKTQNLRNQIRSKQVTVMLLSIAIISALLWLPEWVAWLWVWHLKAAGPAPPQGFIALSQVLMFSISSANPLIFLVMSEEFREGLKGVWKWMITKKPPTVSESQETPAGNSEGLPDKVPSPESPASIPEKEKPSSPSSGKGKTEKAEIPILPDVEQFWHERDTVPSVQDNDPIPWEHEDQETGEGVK
An asterisk follows results filed as active. Hits appear at their usual frequency. Share with any hit: about 3.5%.

SMILES | TEAD-YAP block | FBW7 act | MITF primary | GPR151 activ
O=c1c2ccccc2nc(-c2cccc(Cl)c2)n1O | -2 | -0.1 | 4 | 0.6
O=C(c1ccc(F)c(F)c1)N1CCC2(CC1)OCc1ccccc1O2 | 6 | -0.5 | -8 | 3.0
O=[N+]([O-])c1cccc(C=Nc2ccccc2)c1O | 5 | 0.3 | 8 | 2.0
Cc1ccc(NC(=O)CSc2nc3ccccc3nc2Cc2cccc([N+](=O)[O-])c2)cc1F | -24 | 0.1 | 21 | -0.6
Cc1ccc2c(CNCC(C)(C)CN(C)C)cc(=O)oc2c1 | 1 | -0.2 | 0 | 0.1
COC(=O)Nc1nnc(CSCc2cccc(Br)c2)s1 | -3 | 0.1 | 9 | 0.5
COc1ccc(-c2cc(C(C)=O)c(C)n2CCC(=O)NN2CCOCC2)cc1 | 2 | 0.7 | 6 | -1.0
COc1ccc(NC(=O)COc2ccccc2Br)cc1 | -32 | 0.0 | -29 | 1.8
CCOc1cc(/C=C2/C(=N)N3N=C(CC)SC3=NC2=O)ccc1OCCOc1ccccc1OC | 15 | -0.1 | 13 | 1.6
Cc1ccccc1OCCOc1ccccc1/C=N/n1cnnc1 | 0 | -0.1 | -7 | -0.8
Cc1nc2c(c(N3CCCCCC3)n1)CN(S(=O)(=O)c1cccc(C#N)c1)CC2 | -7 | -0.1 | -6 | -0.3
CN(C)CCN1C(=O)C(=O)/C(=C(\O)c2ccccc2)C1c1ccncc1 (stereo not drawn) | 0 | 0.0 | 14 | -0.5
CCOC(=O)CSc1nc2sc3c(c2c(=O)n1-c1ccc(C)cc1)CCCCC3 | -10 | 0.1 | 14 | -0.7
Cc1nc(-c2ccccn2)cc(N2CCC(O)CC2)n1 | 6 | -0.3 | 8 | 0.5
O=C1C2C3CC(C4OC34)C2C(=O)N1c1ccc([N+](=O)[O-])cc1 (stereo not drawn) | 5 | 0.0 | -2 | 1.5
CCOC(=O)C1=C(CN2CCCC2)NC(=O)NC1c1cccs1 (stereo not drawn) | 4 | 0.7 | 4 | -0.8
Cc1cc2ccccc2n1CCNC(=O)c1ccc(S(=O)(=O)N2CCCCC2)cc1 | -5 | -0.1 | -14 | -0.9
CC(C)(C)NC(=O)CSc1ncnc2sc3c(c12)CCCC3 | 1 | 0.1 | 1 | 0.5
CCC(=O)Oc1ccc(/C=C2/C(=O)NN(c3cccc(Br)c3)C2=O)cc1OC | -2 | 0.1 | 1 | -1.8
C[C@@]12C=Cc3occc3[C@H]1CC[C@]13CC(=O)C(CC[C@H]12)C3 | -2 | 0.1 | 11 | 0.8
CCCC1COC(c2ccc(C#N)cc2)OC1 (stereo not drawn) | -26 | 0.1 | -9 | -0.2
COc1ccc(-c2cc(-c3cccc(Br)c3)c(C#N)c(N)n2)cc1 | 5 | -0.1 | 1 | -0.7
Cc1cccc(-n2c(C)cn3c4c(=O)[nH]c(=O)n(C)c4nc23)c1 | 17 | 0.1 | 13 | 1.7
COc1ccc(N/C=C(\C#N)c2nc(-c3cccc(OC)c3)cs2)cc1 | -12 | 0.1 | -9 | 2.5
COc1ccc(CCNc2nc(-c3c(C)nn(C)c3C)nc3nc[nH]c23)cc1 | 1 | 0.6 | -4 | 0.3

More results follow:
SMILES | TEAD-YAP block | FBW7 act | MITF primary | GPR151 activ
O=C(CSc1nc2ccccc2c2nc(-c3cccc([N+](=O)[O-])c3)nn12)c1ccc(Br)cc1 | -4 | 0.0 | -2 | 0.4
O=c1[nH]c(O)c(C=Nc2ccc(Cl)cc2)c(=O)[nH]1 | 1 | -0.3 | 13 | -0.4
COc1ccccc1NS(=O)(=O)c1c(C)[nH]c(=O)[nH]c1=O | 3 | 0.0 | -7 | 1.1
Cc1nonc1NC(=O)Nc1ccc2ccccc2c1 | -21 | -0.1 | -1 | -1.9
CC(CNC(=O)c1cc(S(=O)(=O)N2CCOCC2)cn1C)c1ccccc1 (stereo not drawn) | 0 | 0.4 | 2 | -0.8
Cc1nc2sc3c(c2c2nnc(SCC(=O)NC(C)(C)C)n12)CCC(C)C3 (stereo not drawn) | 3 | 0.0 | 1 | -0.5
Nn1c(SCC(=O)Nc2ccc(F)cc2F)nncc1=O | 4 | -0.6 | -7 | 0.6
CCN(CC)c1nc(NCCN(C(C)C)C(C)C)nc(N2CCCC2CO)n1 (stereo not drawn) | 1 | 0.0 | -9 | -1.7
O=C(Nc1cccc(-c2nc3ccccc3o2)c1)c1cccc(Oc2ccccc2)c1 | -4 | -0.4 | -9 | 3.6
Cc1cc(C)cc(C(=O)Nc2c3c(nn2-c2ccc(C)cc2C)CSC3)c1 | -5 | 0.5 | -2 | 0.4
Cc1occc1C(=O)NCc1cccc(CNC(=O)c2ccoc2C)c1 | -1 | -0.2 | 9 | 1.5
CC1(C)CC(=O)C2=C(C1)Nc1ccccc1NC2c1ccc(OCc2ccccc2)cc1 (stereo not drawn) | 5 | -0.1 | 7 | 0.7
O=C(O)c1nccnc1C(=O)Nc1ccc(O)cc1 | 8 | 0.1 | 12 | -0.6
CC(C)(C)c1ccc(/C=C2\SC(=O)NC2=O)cc1 | -44 | -0.1 | -12 | -0.8
CCCC(=O)C1=C(c2cccc(OC)c2)N(C(=O)CCC)n2cnnc2S1 | -6 | -0.2 | -6 | 1.4
Cc1cc(C)c(S(=O)(=O)NCc2ccccc2)cc1C | 0 | 0.0 | -2 | -0.1
COc1ccc(-c2nc(CNS(=O)(=O)c3cccs3)cs2)cc1 | 0 | 0.1 | -2 | -0.4
CCOC(=O)c1cccc(N(Cc2ccccc2)S(=O)(=O)c2ccc(Cl)cc2)c1C | -5 | 0.1 | 14 | -1.3
CCOc1ccc(N2CC(NC(=O)Cc3cccc4ccccc34)CC2=O)cc1 (stereo not drawn) | 15 | 0.0 | 7 | 1.7
CCOC(=O)C1=C(N)N(c2ccc(Cl)cc2)C2=C(C(=O)CC(C)(C)C2)C1c1ccc(OC)c(O)c1 (stereo not drawn) | 0 | -0.1 | 1 | 0.4
Cc1cc(Br)cc(C)c1Nc1ncnc(N)c1[N+](=O)[O-] | 3 | -0.1 | 0 | 1.4
Cc1c(C(=O)N(C)C2CCCCC2)sc2ncn(CC(=O)Nc3ccc(C(C)C)cc3)c(=O)c12 | 10 | 0.1 | 17 | 0.0
COc1ccc(NC(=O)CCC(=O)OCc2ccc(Br)cc2)c([N+](=O)[O-])c1 | 2 | 0.0 | -15 | -1.6
COc1ccc(C(=O)N(CCCO)Cc2cc3c(C)ccc(C)c3[nH]c2=O)cc1OC | -9 | -0.2 | -1 | -1.2
Nc1ncnc2nc(Sc3ccc(Cl)cc3)[nH]c12 | -15 | 0.3 | 0 | -1.2

(more compounds)
SMILES | TEAD-YAP block | FBW7 act | MITF primary | GPR151 activ
NCCCC(=O)N1CCOCCOCCN(C(=O)CCCN)CCOCCOCC1 | 5 | 0.0 | 6 | -0.3
CSc1ccc(CN2CCN(S(=O)(=O)Cc3ccccc3)CC2)cc1 | 14 | -0.2 | 72* | 0.2
CC(=O)Nc1ccc(N(C(=O)c2ccco2)C(C(=O)NC2CCCC2)c2ccncc2)cc1 (stereo not drawn) | 7 | -0.1 | 8 | -0.2
O=C1CC(c2ccccc2)CC2=C1C(c1cccs1)N(C(=O)C(F)(F)F)c1ccccc1N2 (stereo not drawn) | 6 | 1.2 | 17 | 1.5
CCCCCNC(=O)c1c[nH]c2ccc(S(=O)(=O)N3CCC(C)CC3)cc2c1=O | -8 | 0.1 | 2 | -0.5
CC(C)C1C2=C(CCCC2=O)c2onc(N)c21 (stereo not drawn) | 2 | 0.0 | 3 | -0.4
O=C1N[C@@H](CO)C(=O)N2CCN(Cc3cccc(Cl)c3)C[C@H]12 | 5 | -0.1 | 10 | 0.8
CCOc1ccc(C2OC3(C(=O)c4ccccc4C3=O)C3C(=O)N(c4ccc(C)cc4)C(=O)C23)cc1 (stereo not drawn) | 4 | 0.2 | 17 | -0.1
CCOC(=O)C1=C(O)/C(=C/c2ccccc2)SC1=Nc1cccc(Cl)c1 | 1 | -0.1 | -3 | 1.0
COc1ccc(-n2nc3cc(C)c(NC(=O)c4ccc(-c5ccc([N+](=O)[O-])cc5OC)o4)cc3n2)cc1 | -10 | -0.1 | -8 | 0.0
COCCCNc1nc2c(c(=O)n(C)c(=O)n2C)n1Cc1ccc(C)cc1 | 2 | 0.0 | 1 | 0.5
CCN1C(=O)CC(N2CCC(Nc3ccc(F)cc3)CC2)C1=O (stereo not drawn) | 13 | 0.6 | 9 | -0.9
c1ccc(-c2cn3c4c(nnc3n2)CCCC4)cc1 | 44* | -0.2 | 18 | -0.8
Cc1ccc2nc(N(CCCn3ccnc3)C(=O)c3cccs3)sc2c1 | -34 | -0.5 | -16 | 0.6
Cc1ccc(CN2CCNC(=O)C2CC(=O)NCCc2cscn2)o1 (stereo not drawn) | 5 | -0.3 | 14 | 0.5
Cc1ccc2nc(-c3ccc(SCC(=O)Nc4nc(C)cs4)nc3)[nH]c2c1 | -43 | -0.2 | 13 | 0.8
O=C(O)CC(NS(=O)(=O)c1cccc([N+](=O)[O-])c1)c1ccc(F)cc1 (stereo not drawn) | 0 | -0.1 | 1 | 1.0
COC(=O)c1ccccc1NC(=O)N(c1ccccc1)C(C)C | -4 | 0.1 | 6 | -0.5
COc1ccccc1-n1cc(CN2CCN3C(=O)[C@H](CCCCN)NC(=O)[C@H]3C2)cn1 | 15 | 0.1 | 7 | -1.4
COc1cccc(NC(=S)N(CCN2CCCCCC2)Cc2ccco2)c1 | -4 | -0.2 | -1 | -0.5
CCC(=O)Nc1nnc(CCCn2c(-c3nonc3NC(=O)CC)nc3ccccc32)s1 | 2 | -0.3 | 14 | -0.8
COc1cccc(C(=O)Nc2ccc3oc(=O)ccc3c2)c1 | -17 | 0.0 | -2 | 0.7
Cc1c(CCO)sc[n+]1CC(=O)OCCC12CC3CC(CC(C3)C1)C2 | 5 | 0.1 | 9 | 1.3
COc1ccc(N2CCN(C(CNC(=O)C(=O)NCCC(C)C)c3ccco3)CC2)cc1 (stereo not drawn) | 4 | -0.2 | 8 | 4.7
COc1ccc(NC(=O)CSc2nnc(NC(=O)CC(C)C)s2)cc1 | -6 | 0.0 | -3 | 3.1

(continued)
SMILES | TEAD-YAP block | FBW7 act | MITF primary | GPR151 activ
O=c1c2ccccc2nc(/C=C/c2cccc([N+](=O)[O-])c2)n1CCCO | 8 | -0.1 | 10 | -0.5
Cc1cc(C)[n+](-c2ccc(C(C)C)cc2)c2[nH]c(=O)[nH]c(=O)c12 | 1 | -0.2 | -4 | 1.0
CC(C)c1nnc(SCC(=O)Nc2nc3c(s2)CCCC3)n1C | 0 | -0.3 | 2 | 1.8
CC1Oc2ccccc2N(CC(=O)NC2CCCCC2)C1=O (stereo not drawn) | 0 | 0.3 | 25 | -0.2
CCOC(=O)c1sc(NC(=O)c2ccc([N+](=O)[O-])cc2[N+](=O)[O-])nc1C | 5 | -0.3 | 3 | -0.1
O=C1CC(c2ccccc2)Sc2nc(-c3ccccc3)nn21 (stereo not drawn) | 2 | 0.1 | -14 | -0.5
O=C1NC(=Nc2ccccc2)S/C1=C/c1ccc(OCc2ccc([N+](=O)[O-])cc2)cc1 | 7 | 0.0 | 2 | -0.2
O=C(c1ccccc1I)N1CCN(c2ccc(N3CCOCC3)nn2)CC1 | 0 | 0.0 | 1 | -0.7
Cc1cc(C)cc(NC(=O)c2cc3c(=O)n4cccc(C)c4nc3n2C)c1 | 0 | 0.0 | -9 | 0.1
O=C(COC(=O)C1CCCCC1)Nc1cccc(I)c1 | -4 | 0.0 | -8 | 0.0
Cc1nn(C(=O)c2cccc(S(=O)(=O)N3CCC(C)CC3)c2)c(C)c1S(=O)(=O)N1CCCC1 | -5 | 0.0 | 6 | 0.1
CNC(=S)N/N=C/c1ccc(F)cc1F | -6 | 0.2 | 13 | -2.3
CCn1c(SCC(=O)Nc2ccc(C)cc2C)nnc1C(C)C | 2 | 0.0 | 5 | 0.8
CN1CCc2c(sc3c2C(=O)NC(c2ccc(O)cc2O)N3)C1 (stereo not drawn) | 8 | -0.1 | 20 | 1.0
CCCCOc1ccc(C(=O)Nc2ccc(Cl)c(NC(=O)c3ccccc3)c2)cc1 | 5 | 0.0 | 7 | -0.4

Of the compounds above, 12 have an aryl thioether with sulfur outside any ring:
SMILES | TEAD-YAP block | FBW7 act | MITF primary | GPR151 activ
Cc1ccc(NC(=O)CSc2nc3ccccc3nc2Cc2cccc([N+](=O)[O-])c2)cc1F | -24 | 0.1 | 21 | -0.6
CCOC(=O)CSc1nc2sc3c(c2c(=O)n1-c1ccc(C)cc1)CCCCC3 | -10 | 0.1 | 14 | -0.7
CC(C)(C)NC(=O)CSc1ncnc2sc3c(c12)CCCC3 | 1 | 0.1 | 1 | 0.5
O=C(CSc1nc2ccccc2c2nc(-c3cccc([N+](=O)[O-])c3)nn12)c1ccc(Br)cc1 | -4 | 0.0 | -2 | 0.4
Cc1nc2sc3c(c2c2nnc(SCC(=O)NC(C)(C)C)n12)CCC(C)C3 (stereo not drawn) | 3 | 0.0 | 1 | -0.5
Nn1c(SCC(=O)Nc2ccc(F)cc2F)nncc1=O | 4 | -0.6 | -7 | 0.6
Nc1ncnc2nc(Sc3ccc(Cl)cc3)[nH]c12 | -15 | 0.3 | 0 | -1.2
CSc1ccc(CN2CCN(S(=O)(=O)Cc3ccccc3)CC2)cc1 | 14 | -0.2 | 72* | 0.2
Cc1ccc2nc(-c3ccc(SCC(=O)Nc4nc(C)cs4)nc3)[nH]c2c1 | -43 | -0.2 | 13 | 0.8
COc1ccc(NC(=O)CSc2nnc(NC(=O)CC(C)C)s2)cc1 | -6 | 0.0 | -3 | 3.1
CC(C)c1nnc(SCC(=O)Nc2nc3c(s2)CCCC3)n1C | 0 | -0.3 | 2 | 1.8
CCn1c(SCC(=O)Nc2ccc(C)cc2C)nnc1C(C)C | 2 | 0.0 | 5 | 0.8

Screens: PubChem BioAssay, The Scripps Research Institute Molecular Screening Center
